Screens as filed in PubChem BioAssay.
Cycloheximide cs = Cycloheximide Counterscreen for Small Molecule Inhibitors of Shiga Toxin; cell reporter, cycloheximide protein synthesis inhibition counterscreen; max response, %; hit rate 12% among 300,000; AID 2314, 2010; in the data active = max response mostly above about 13%, no sharp cut-off; inactive = mostly below about 14%; also: read at 38.3 µM for the half of the compounds with a filed dose; 0% is about no effect
AmpC no deterg = qHTS Inhibitors of AmpC Beta-Lactamase (assay without detergent) | P00811 | AmpC nitrocefin hydrolysis, absorbance 480 nm, 0.0001% Triton | Potency, µM (titrated, usually from 57.1 µM), without a hit: at the top dose activity change, negative = inhibition, usual class: inhibitors | hit rate 0.52% among 330,000 | AID 485341, 2010;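 also: potency is read from the fitted curve at half-maximal effect; plate controls were no compound for no effect and no enzyme for full effect; nearly all actives have a fitted effect of over 20% in size; some results filed as inactive show a strong effect at the top dose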
Target sequence (P00811 whole entry, looked up): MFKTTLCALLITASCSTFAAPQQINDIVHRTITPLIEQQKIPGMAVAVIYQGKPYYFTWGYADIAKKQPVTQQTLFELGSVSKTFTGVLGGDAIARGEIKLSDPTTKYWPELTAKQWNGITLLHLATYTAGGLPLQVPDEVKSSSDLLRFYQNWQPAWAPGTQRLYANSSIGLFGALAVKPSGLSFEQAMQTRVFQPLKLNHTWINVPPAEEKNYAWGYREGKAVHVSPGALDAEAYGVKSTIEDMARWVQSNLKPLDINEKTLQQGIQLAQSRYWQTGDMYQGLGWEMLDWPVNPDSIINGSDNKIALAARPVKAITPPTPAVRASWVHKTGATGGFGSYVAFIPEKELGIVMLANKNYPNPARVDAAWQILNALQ
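AmpC (5.3 nM in the dispensed reagent) in 20 mM phosphate pH 7.0 with 0.01% (detergent screen) or 0.0001% Triton X-100 was preincubated with compounds for 15 min at room temperature. Nitrocefin was then added from an 800 uM solution, and hydrolysis was followed at 480 nm.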
AMA1 RON2 block = qHTS for Inhibitors of AMA1-RON; Towards Development of Antimalarial Drug Lead: Primary Screen | Plasmodium falciparum AMA1 (3D7) - RON2 peptide interaction | AlphaScreen AMA1-biotinylated RON2 peptide binding | hit rate 0.2% among 360,000 | AID 720542, 2013 | Potency, µM (titrated, usually from 58.2 µM), inactives show at the top dose activity change, negative = inhibition, most hits filed as inhibitors;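 also: potency is read from the fitted curve at half-maximal effect; 0% = vehicle wells and -100% = peptide control; nearly all actives have a fitted effect of over 45% in size; some results filed as inactive show a strong effect at the top dose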
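AMA1 (3D7) with his tag at 25 nM final met compounds first, then biotinylated RON2 peptide at 25 nM; detection used donor plus acceptor beads, 10 µg/mL apiece, read by AlphaScreen after 30 min at room temperature.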
Shiga toxin inh = A qHTS for Small Molecule Inhibitors of Shiga Toxin | AID 2315, 2010 | Vero cells, Shiga toxin protein synthesis inhibition reporter | hit rate 9.2% among 290,000 | inhibition, % at 38.7 µM; in the data active = inhibition mostly above about 28%, no sharp cut-off; inactive = mostly below about 43%; also: 0% is about no effect
HCMV antiviral = qHTS Assay for inhibitors of the human cytomegalovirus (HCMV). HFF cells, HCMV-luciferase reporter, 72 h; active compounds read low. activity change, negative = inhibition, % at 57.5 µM. hit rate 4.5% among 410,000. AID 1259415, 2018; in the data active = activity change below about -60%; inconclusive = no clear call, values can overlap the other calls; inactive = above about -39%; also: % is scaled to controls: 0 for no effect and ±100 for the full control effect
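Screen run at 2 compound doses on HFFs infected with reporter HCMV, MOI 1 PFU/cell. Luciferase activity from cell lysates at 72 h post infection gave inhibition relative to buffer-only and Salinomycin wells.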
Giardia FBPA inh = qHTS Assay for Inhibitors of Fructose-1,6-bisphosphate Aldolase from Giardia Lamblia; A8B2U2; purified Giardia FBPA; Potency, µM (series often up to 59.6 µM), for the others: at the top dose activity, negative = inhibition, actives largely listed as inhibitors; hit rate 0.71% among 290,000; AID 2451, 2010; also: potency is read from the fitted curve at half-maximal effect; % is scaled to controls: 0 for no effect and ±100 for the full control effect; nearly all actives have a fitted effect of over 55% in size
Target sequence (A8B2U2 whole entry, looked up): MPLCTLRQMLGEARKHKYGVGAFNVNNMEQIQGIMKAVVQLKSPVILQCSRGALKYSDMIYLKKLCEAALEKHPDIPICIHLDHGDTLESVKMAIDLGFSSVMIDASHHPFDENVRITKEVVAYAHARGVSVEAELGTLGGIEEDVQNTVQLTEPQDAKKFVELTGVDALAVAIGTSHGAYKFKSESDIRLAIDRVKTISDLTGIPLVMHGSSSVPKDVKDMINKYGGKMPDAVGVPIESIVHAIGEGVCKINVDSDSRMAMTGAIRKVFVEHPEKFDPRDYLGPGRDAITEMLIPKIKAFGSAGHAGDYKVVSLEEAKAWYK
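40 nM FBPA preincubated 10 min at RT with compound (up to 57.5 uM final), then substrate plus GAPDH/TPI/NAD/arsenate coupling and diaphorase/resazurin added. Fluorescence read after 20 min at RT, 525/598 nm.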
AmpC detergent = qHTS Inhibitors of AmpC Beta-Lactamase (assay with detergent). AID 485294, 2010. hit rate 0.041% among 370,000. AmpC hydrolysis of nitrocefin, absorbance 480 nm, 0.01% Triton. P00811. Potency, µM (titrated, usually from 114 µM), without a hit: at the highest dose activity change, negative = inhibition, hits mostly inhibitors;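 also: potency is read from the fitted curve at half-maximal effect; 0% = no-compound wells and -100% = no-enzyme wells; nearly all actives have a fitted effect of over 25% in size; some results filed as inactive show a strong effect at the top dose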
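AmpC (5.3 nM in the dispensed reagent) in 20 mM phosphate pH 7.0 with 0.01% (detergent screen) or 0.0001% Triton X-100 was preincubated with compounds for 15 min at room temperature. Nitrocefin was then added from an 800 uM solution, and hydrolysis was followed at 480 nm.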
Active calls of the source: *; u = inconclusive; x = no result given; [ ] = another dose, or the depositor's remark. Unless noted, calls follow the shape of the dose curve; as a rule, active = well fitted curve in the direction sought with a large enough effect; inconclusive = small, poorly fitted or top-dose-only effect, or another doubt; inactive = no such curve, though single readings can be large; an effect the other way counts as inactive or inconclusive. An unsorted share of the library. About 16% of those tested had a hit in this group.

SMILES | Cycloheximide cs | AmpC no deterg | AMA1 RON2 block | Shiga toxin inh | HCMV antiviral | Giardia FBPA inh | AmpC detergent
CC(=O)c1ccccc1OC(=O)c1ccc([N+](=O)[O-])o1 | 1 | -7% | -8% | 27 | 106 | -26% | 2%
Fc1ccc(C(c2nnnn2C2CCCC2)N2CCN(Cc3ccccc3)CC2)cc1 (stereo not given) | -4 | 18% | 35%[activator] | -21 | -9 | -1% | -14%
Nc1nc(SCCN2C(=O)c3ccccc3C2=O)n[nH]1 | -2 | -7% | 17% | -5 | -9 | 1% | 2%
COc1ccc(CNc2nc(C)cc(C)c2C#N)cc1 | -1 | -15% | -13% | x | -21 | 8% | u
COc1ccc(OCC(O)CN(C)C(=O)/C=C/c2cccc([N+](=O)[O-])c2)cc1 (stereo not given) | -2 | 57% | -5% | 7 | -78* | -2% | u
Cc1cc(=O)n(C)c2ccccc12 | 6 | 2% | -10% | -9 | 12 | 1% | -3%
Cc1ccc(NS(=O)(=O)c2ccc3[nH]c(=O)[nH]c3c2)cc1 | 9 | -22% | 0% | 12 | 0 | 11% | -1%
COc1ccc(Cl)cc1NC(=O)N1CCN(CCc2ccccc2)CC1 | 1 | 114%[activator] | -10% | -3 | -2 | 1% | 0%
O=C(O)CCc1ccc(-c2ccc(F)cc2)n1CCC(=O)O | -3 | -27% | 2% | -6 | -23 | 3% | 3%
O=C(Nc1cc(C(=O)N2CCCC2)ccc1N1CCCC1)c1ccccc1F | -8 | 0% | -1% | -10 | -10 | -11% | -6%
O=C(CCC(=O)Nc1cccc2ccccc12)N/N=C/c1ccco1 | -2 | -23% | 15% | 6 | -22 | 0% | -6%
Oc1ccc(N=Cc2ccc(-c3cccs3)s2)cc1 | 7 | -36% | -14% | 49 | -21 | 3.5µM* | -15%
O=C(CCNS(=O)(=O)c1ccc(Br)cc1)NC1CCC(O)CC1 (stereo not given) | x | -22% | -10% | x | 0 | x | -6%
CC1CCCC(C)N1C(=O)COC(=O)Cc1ccc(Cl)cc1 (stereo not given) | -3 | 13% | 16% | -7 | -23 | 4% | -8%
COc1ccccc1N(CC(O)CN1CCC(C)CC1)S(=O)(=O)c1ccccc1 (stereo not given) | 3 | -11% | -15% | 15 | 6 | x | 2%
COc1ccc(CCNc2ccc(C(CC(N)=O)NC(=O)c3cc(OC)ccc3OC)cc2[N+](=O)[O-])cc1 (stereo not given) | 0 | 43% | -24% | -7 | -36 | -13% | -17%
Cc1ccccc1CSc1ccc2nnc(-c3ccccn3)n2n1 | 1 | -14% | 16% | 19 | 1 | 5% | u
CC1=NN(c2ccccc2)C(=O)/C1=C/c1ccc[nH]1 | 21* | -10% | 13µM* | 78* | 228 | -1% | -7%
CCCC[C@H]1COCCS(=O)(=O)N1Cc1ccc(C)cc1 | -1 | 84%[activator] | -4% | -5 | u | 4% | -15%
Cc1ccc(-c2cn(-c3ccc(SC(F)F)cc3)c3[n+]2CCC3)cc1 | -1 | 4% | -7% | 14 | -98* | -1% | 9%
CCc1nnc(NS(=O)(=O)c2ccc(NC(=O)c3ccccc3C)cc2)s1 | -3 | -47% | 13% | -3 | u | 20% | -1%
COc1ccc(/C=N/NC(=O)c2cc[n+]([O-])cc2)cc1OC | -7 | -20% | 15% | -5 | x | 0% | -12%
CCCCCn1nc(C(=O)OCc2nnc(-c3ccccc3)o2)c2ccccc2c1=O | x | -21% | 13% | x | -35 | x | -9%
Clc1ccc(CSc2nnc(CN3CCOCC3)n2-c2ccccc2)cc1Cl | -1 | 204%[activator] | 5% | -18 | 1 | -1% | 1%
CC(C)OC(=O)NC(C)(C)COC(=O)Nc1cccc(Cl)c1 | 14* | -9% | 3% | -2 | -2 | -13% | 0%
O=C(CN1C(=O)/C(=C\c2ccccc2Cl)Oc2ccccc21)NCc1cccnc1 | 9 | 9% | 18% | -17 | 17 | -3% | -3%
CC(C)n1c(N)c(C#N)c2ccc([N+](=O)[O-])cc2c1=O | 2 | -10% | 2% | -11 | u | -19% | 3%
O=C(COC(=O)c1ccc(S(=O)(=O)N2CCCC2)cc1)NCCc1ccc(F)cc1 | x | -12% | -12% | x | -16 | x | x
C#CCOCCOCCOCCNc1nc(N2CCN(C(=O)[C@H](Cc3cc4ccccc4[nH]3)n3cc([C@@H](N)C(C)CC)nn3)CC2)nc(N2CCN(C(=O)[C@H](Cc3cc4ccccc4[nH]3)n3cc([C@@H](N)Cc4ccc(O)cc4)nn3)CC2)n1 (stereo not given in full) | -1 | 149%[activator] | x | -1 | x | 8% | 10%
CCOc1ccc(C(=O)N2CCCC(c3nc(-c4cccs4)no3)C2)cc1 (stereo not given) | 28* | 31% | -12% | 33* | -23 | -5% | u
Cc1cc(C)c(NC(=O)COC(=O)C2CCN(c3ccc(C(F)(F)F)cn3)CC2)c(Cl)c1 | x | 19% | -9% | x | -4 | x | -14%
CCOc1ccc(C(=O)Nc2cc(C)ccn2)cc1 | 3 | -10% | 4% | -5 | -65* | -1% | -3%
O=C(COC(=O)Cn1cnc2ccccc21)Nc1ccc(OC(F)F)cc1 | x | -17% | 8% | x | -12 | x | x
CCN(CC)C(=O)CSc1nc2ccccc2c(=O)n1CC1CCCCC1 | -4 | 72%[activator] | -6% | -4 | u | -7% | u
CCOC(=O)N1CCC(NC(=O)c2cc3c(-c4ccc(Cl)cc4)nn(C)c3s2)CC1 | -3 | -23% | -4% | -1 | -27 | 1% | -8%
CCCCOC(=O)/C=C\C(=O)OCCCC | -2 | 1% | -7% | -5 | 0 | 5% | 3%
Cc1ccc(-c2noc(CCC(=O)NC3CC3)n2)cc1 | 20* | -1% | -10% | 43 | 2 | 0% | -2%
CCOC(=O)C1=C(N)Oc2cc(C)n(CCc3ccc(OC)c(OC)c3)c(=O)c2C1c1cccnc1 (stereo not given) | 3 | 126%[activator] | 0% | -11 | 1 | 0% | -3%
COc1ccc(CCNC(=O)CSc2n[nH]c(N)n2)cc1 | 1 | -23% | 2% | 9 | -22 | 7% | 100µM*
CCOC(=O)C1=CC(=C2C(=O)N(CC)C(=S)N(CC)C2=O)c2ccccc2O1 | -8 | -55% | -4% | -8 | -35 | -2% | 1%
CN(CC(=O)Nc1ccc(F)c(F)c1F)C(=O)CCN1C(=O)C2CCCCC2C1=O (stereo not given) | x | -5% | 9% | x | 14 | x | 5%
CN(CC(=O)Nc1c(Cl)cccc1Cl)C(=O)c1ccncc1 | -1 | -19% | -11% | -30 | 4 | x | 2%
Cc1c(C)c2cc(Cl)c(O)c(CN(C)C)c2oc1=O | -2 | -5% | -6% | -16 | 71 | -27% | u
O=C(Nc1ccc(Br)cc1)c1cccc(N2C(=O)C3CCCCC3C2=O)c1 (stereo not given) | -4 | -16% | 8% | -10 | -40 | 13% | -1%
CCCCOc1ccc(C(=S)N2CCC(C(N)=O)CC2)cc1 | 38* | 12% | -11% | 105* | 10 | 0% | -8%
O=C(N1CCCCCC1)N1CCN(S(=O)(=O)N2CCCCC2)CC1 | -2 | -3% | 1% | -2 | 9 | 3% | u
COC(=O)c1cccc(Cn2nnc3ccccc3c2=O)c1 | -3 | -6% | -1% | 21 | 19 | 6% | -15%
COc1ccc(C(=O)Nc2cc(C)nn2-c2ccc(C)cc2)cc1 | 5 | -2% | 13% | 38 | -29 | 1% | -1%
COc1ccc(OC)c(C(=O)Cn2c3[n+](c4ccc(C(F)(F)F)cc42)CCCCC3)c1 | -3 | 1%[2.29 µM] | 4% | -6 | 38 | 3% | -3%
CC1(C)Cc2nc3oc4c(N(CCO)Cc5ccccc5)ncnc4c3cc2CO1 | 1 | 256%[activator] | 0% | -11 | u | 4% | u
COCCCN1C(=O)c2ccc(C(=O)OCC(=O)N(CCC#N)c3cc(C)cc(C)c3)cc2C1=O | x | 223%[activator] | 5% | x | -18 | x | -8%
CC(CN1CCOCC1)OC(=O)/C=C/c1ccccc1 (stereo not given) | 44* | -1%[2.29 µM] | 0% | 84* | -6 | -2% | -1%
COc1ccc(C(CNC(=O)c2ccc(S(=O)(=O)N3CCCC3)cc2)N(C)C)cc1OC (stereo not given) | -2 | 7% | 17% | -5 | -29 | 2% | -14%
COc1ccc2c(c1OC)C(=O)OC2n1c(O)c(N=NC(C)=O)c2ccccc21 (stereo not given) | -3 | -12% | 32%[activator] | -4 | 3 | -1% | 2%
Cc1cccc(OCC(=O)N/N=C/C=C/c2ccco2)c1 | 10 | -42% | 8% | -4 | u | -26% | -14%
Cc1ccc(S(=O)(=O)c2nc(S(C)(=O)=O)sc2N2CCC(C)CC2)cc1 | -3 | 49% | -16% | 13 | -36 | x | 0%
CCOC(=O)c1ccccc1NC(=O)COc1ccccc1 | -3 | 2% | 13% | -14 | -27 | 9% | u
N=c1oc2ccc3ccccc3c2cc1-c1nc(-c2ccccc2)cs1 | -2 | -15% | 46%[activator] | -2 | 61 | 2% | -12%
O=C(CNC(c1ccccc1)c1ccccc1)Nc1cc([N+](=O)[O-])ccc1Cl | -3 | -17% | -9% | -9 | -20 | 0% | 3%
CCN(CC)CCN1C(=O)C(=O)/C(=C(/O)c2cnn(-c3ccccc3)c2C)C1c1ccc(C)o1 (stereo not given) | 47* | 8% | 2% | 87* | 42 | -1% | u
Further compounds follow.
SMILES | Cycloheximide cs | AmpC no deterg | AMA1 RON2 block | Shiga toxin inh | HCMV antiviral | Giardia FBPA inh | AmpC detergent
Cn1ncc(C#N)c1/N=C/N1CCOCC1 | -2 | -4% | -3% | 2 | 0 | 0% | u
CCOC(=O)N1CCN(C(=O)CSc2nnc(COc3ccc(Cl)cc3)o2)CC1 | -3 | 97%[activator] | 22% | -3 | 10 | 3% | u
Cc1cccc(NC(=O)[C@@H]2CCCN2S(=O)(=O)c2ccc(Cl)cc2)c1 | x | -30% | -4% | x | 17 | x | x
O=C(c1ccc(Cl)cc1)N1CCCC(c2ccccc2)=N1 | 11 | -23% | -1% | -18 | -37 | -3% | -13%
CC(C)(C)NC(=O)C(=O)N/N=C/c1ccc(F)cc1 | 26* | -7% | -7% | 48* | -18 | 5% | -8%

3 structures already listed, sorted by SMILES length, low to high:
SMILES | Cycloheximide cs | AmpC no deterg | AMA1 RON2 block | Shiga toxin inh | HCMV antiviral | Giardia FBPA inh | AmpC detergent
Cn1ncc(C#N)c1/N=C/N1CCOCC1 | -2 | -4% | -3% | 2 | 0 | 0% | u
CC(C)(C)NC(=O)C(=O)N/N=C/c1ccc(F)cc1 | 26* | -7% | -7% | 48* | -18 | 5% | -8%
CCN(CC)CCN1C(=O)C(=O)/C(=C(/O)c2cnn(-c3ccccc3)c2C)C1c1ccc(C)o1 (stereo not given) | 47* | 8% | 2% | 87* | 42 | -1% | u
